Compound activity: PubChem BioAssay, National Center for Advancing Translational Sciences (NCATS)
TRHR PAM – TRH receptor (human) allosteric enhancement | P34981 | TRHR cells, fluo-8 calcium fluorescence, EC20 TRH enhancement | enhancement, % at 2 µM | actives 0.66% (n = 360,000) | AID 493056; in the data active = enhancement above about 30%; note: 0% is about no effect
Target sequence (P34981 whole entry, looked up): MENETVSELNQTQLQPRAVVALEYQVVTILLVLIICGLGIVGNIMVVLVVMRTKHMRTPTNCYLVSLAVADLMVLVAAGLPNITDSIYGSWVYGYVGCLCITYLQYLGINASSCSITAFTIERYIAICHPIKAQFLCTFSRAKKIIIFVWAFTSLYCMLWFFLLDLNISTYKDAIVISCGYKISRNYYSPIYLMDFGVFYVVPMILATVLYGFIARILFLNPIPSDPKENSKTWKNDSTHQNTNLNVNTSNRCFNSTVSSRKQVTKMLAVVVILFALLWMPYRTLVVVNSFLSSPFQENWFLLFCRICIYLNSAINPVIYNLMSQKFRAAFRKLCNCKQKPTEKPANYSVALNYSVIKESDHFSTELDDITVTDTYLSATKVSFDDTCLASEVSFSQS
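TRHR-expressing cells loaded with fluo-8 calcium dye were read kinetically (ex 480/em 530) during compound addition, then stimulated with an EC20 of TRH (10 nM final). Enhancement of the Gq-mediated intracellular calcium response was scored.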
D2 agonist – activates the human D2 dopamine receptor; P14416; HEK293 T-REx D2 cells, calcium flux agonist mode; activation, % at 2 µM; actives 0.53% (n = 340,000); AID 485358;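 active = activation over 3 SD above normal in the single-dose calcium agonist read, cut at about 30% in these data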; note: 0% is about no effect
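Tetracycline-induced HEK293 T-REx cells with force-coupled D2 receptor, plated overnight at 30 C, loaded with no-wash calcium dye. After a 10 s baseline, compound was pin-added and calcium flux read kinetically for 180 s; calcium rises flagged agonists.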
D2 PAM – D2 dopamine receptor (human) potentiation | actives 0.34% (n = 340,000) | potentiation, % at 10 µM | P14416 | HEK293 T-REx D2, calcium flux, EC20 dopamine potentiation;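 active = potentiation over 3 SD above the plate norm, cut at about 30% in these data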; note: 0% is about no effect
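Tetracycline-induced Hek293 Trex D2 cells, force-coupled to calcium, loaded with no-wash calcium dye. Compound added with 180 s kinetic read for agonism, then EC20 dopamine and a further 180 s read for potentiation.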
D1 antag – human D1 dopamine receptor antagonism. activity change, negative = inhibition, % at 10 µM. P21728. HEK293 TREx D1 cells, calcium flux, dopamine EC80; hits give low values. actives 3.2% (n = 360,000); in the data active = activity change below about -30%; note: % is set by controls: 0 for no effect and ±100 for the full control effect
Target sequence (P21728 whole entry, looked up): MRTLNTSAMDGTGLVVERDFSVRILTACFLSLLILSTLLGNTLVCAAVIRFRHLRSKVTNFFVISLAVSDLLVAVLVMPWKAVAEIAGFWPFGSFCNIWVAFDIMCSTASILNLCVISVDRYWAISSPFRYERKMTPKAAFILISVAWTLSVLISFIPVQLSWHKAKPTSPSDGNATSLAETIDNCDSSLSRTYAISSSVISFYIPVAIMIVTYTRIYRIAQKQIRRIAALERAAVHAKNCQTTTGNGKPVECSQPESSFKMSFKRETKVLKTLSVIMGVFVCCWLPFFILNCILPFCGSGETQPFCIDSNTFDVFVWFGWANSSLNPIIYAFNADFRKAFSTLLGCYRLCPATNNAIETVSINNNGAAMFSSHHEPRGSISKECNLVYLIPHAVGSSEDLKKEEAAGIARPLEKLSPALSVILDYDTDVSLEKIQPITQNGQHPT
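Tetracycline-induced HEK293 T-REx cells with force-coupled D1 receptor were loaded with a no-wash calcium dye. Compound was added after a 10 s baseline and read kinetically for 180 s; EC80 dopamine was then added and calcium flux followed another 180 s.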
D1 PAM – human D1 dopamine receptor positive modulation; P21728; HEK293 TREx D1 cells, calcium flux, dopamine EC20 potentiation; potentiation, % at 10 µM; actives 0.036% (n = 360,000); in the data active = potentiation above about 30%; note: 0% is about no effect
D1 agonist – activates the human D1 dopamine receptor. actives 1% (n = 360,000). P21728. activation, % at 2 µM. HEK293 T-REx D1 cells, calcium flux, agonist mode; note: 0% is about no effect
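Agonism was scored from calcium flux recorded over 180 s (1 read/s) after pintool compound addition, following a 10-cycle baseline. Cells were inducible force-coupled HEK293 TREx D1, plated overnight at 30 C and loaded with no-wash calcium dye.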
RXFP1 antagonist – RXFP1 (human) relaxin receptor antagonism | Q9HBX9 | HEK293-RXFP1, relaxin-stimulated cAMP HTRF, 30 min; hits give low values | activity change, negative = inhibition, % at 57.5 µM | actives 0.59% (n = 350,000) | AID 1259400;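 active = activity change of -60% or lower, but not beyond a set lower limit; inconclusive = change between -60% and -40%, or beyond the set limit; inactive = change above -40%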; note: % is set by controls: 0 for no effect and ±100 for the full control effect
D2 antag – D2 dopamine receptor (human) antagonism | AID 485344 | actives 2% (n = 340,000) | HEK293 TREx D2 cells, calcium flux, dopamine EC80 | P14416 | inhibition, % at 10 µM; in the data active = inhibition above about 30%; note: 0% is about no effect
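Read-out: kinetic calcium fluorescence (1 cycle/s) in inducible HEK293 T-REx D2 cells after an EC80 dopamine addition that followed 180 s compound preincubation. Loss of the dopamine response indicates antagonism.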
TRHR ag – TRH receptor (human) agonism. TRHR cells, calcium flux fluo-8, FDSS agonist mode. activation, % at 2 µM. P34981. actives 0.18% (n = 360,000); note: 0% is about no effect
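TRHR-expressing cells loaded with fluo-8 calcium dye; 23 nL library compound pin-transferred, kinetic FDSS fluorescence (Ex 480/Em 530) recorded about 180 s for agonist-induced calcium release, before a 10 nM TRH EC20 addition for potentiator mode.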
* marks the source's active call; other numbers are inactive results; ? = inconclusive; . = no result given; & = joins results of further samples. Cut-off read from the data, not from the text of the source, unless noted: active = activation above about 30%; inactive = the rest.

SMILES	TRHR PAM	D2 agonist	D2 PAM	D1 antag	D1 PAM	D1 agonist	RXFP1 antagonist	D2 antag	TRHR ag
CCOCCCNC(=O)C1CCN(c2nc3ccc(Cl)cc3[nH]2)CC1	5	1.2	-11	10	2	2	-27	.	-0.1
COc1cccc(NC(=O)CN(C)C(=O)Cn2[nH]c(=O)c3ccccc3c2=O)c1	0	-0.6	-4	4	-9	2	-6	24	0.1
COc1ccc(NC(=O)CCOc2ccc(C)cc2)cc1S(=O)(=O)N1CCOCC1	-1	0.2	3	-4	-1	1	3	-17	-0.4
CCc1ccccc1-n1c(SCC(=O)N2CCCC2)nc2[nH]ncc2c1=O	0	.	.	7	0	1	-10	.	1.2
Cc1cc(-c2ccc(Cl)cc2Cl)c(C#N)c(=O)[nH]1	3	-1.1	5	4	0	31*	7	3	-0.9
COC(=O)c1ccc(NC(=O)c2nc(S(=O)(=O)Cc3cccc(C)c3)ncc2Cl)cc1	6	0.0	3	32	10	0	?	17	-0.5
CCOC(=O)C/C(C)=N/NC(=O)COc1ccccc1C	1	1.3	6	0	-3	1	-6	16	0.6
O=C(NCC(c1cccnc1)N1CCN(c2ccccc2F)CC1)c1ccccc1 (stereo unspecified)	-13	1.8	-10	-32*	-7	1	3	8	-0.2
CCOC(=O)c1cnc2c(ccc3ccccc32)c1NCCN(C)C	3	-0.6	4	-9	5	5	-8	-10	0.7
CCOc1ccccc1Nc1nc(-c2ccc(C)cc2)c(CC(=O)O)s1	-7	-0.1	5	-10	-10	0	-13	.	0.3
Cc1ccc(NS(=O)(=O)c2cc(OCC(N)=O)c(C)cc2Cl)cc1	-1	-0.2	-4	-9	1	5	-3	25	-0.2
Cc1ccc(CNc2cccnc2)cc1	-8	0.6	6	-14	-4	2	-3	-1	-1.1
Cc1sc(NC(=O)CN2CCOCC2)c(C(=O)c2ccccc2)c1C	9	-0.6	1	10	-3	0	-10	8	-0.2
CCCCN(C)C(=O)C1CCN(c2ccc(S(=O)(=O)N3CCOCC3)cc2[N+](=O)[O-])CC1	-3	0.3	-3	-16	-8	5	-6	11	-0.1
O=c1c2cc(Br)cc(Br)c2oc2nc3n(c(=O)c12)CCCS3	-6	-0.5	-5	-3	2	0	.	-2	0.0
O=C(NCc1ccc2c(c1)OCO2)c1ccc(N2C(=O)C3CCCCC3C2=O)cc1 (stereo unspecified)	-1	0.9	-5	-11	5	5	-10	-9	0.4
O=C(O)/C(=C\c1ccc(-c2ccccc2[N+](=O)[O-])o1)c1ccccc1	8	-1.7	15	0	3	4	9	-19	-1.5
Nc1n[nH]c2cc(=O)n(-c3ccc(Cl)cc3)nc12	-5	0.8	2	-7	-1	2	-6	8	0.9
Cc1ccc(C(=O)NCc2occc2C(=O)O)o1	3	0.5	1	-16	-3	1	-2	-3	0.3
CC(=O)c1cccc(N2C(=O)C3C(C(=O)Nc4cc(C)on4)C4(C)C=CC3(O4)C2C(=O)NC(C)(C)C)c1 (stereo unspecified)	12	0.3	-4	3	-3	0	3	-8	1.0
CC1CC(C)CN(S(=O)(=O)c2ccc3c(c2)CC(C)N3C(=O)C2CC2)C1 (stereo unspecified)	-9	-0.7	-1	0	-4	2	-9	-11	0.2
COc1ccc(NC(=S)N2CCN(Cc3cccc(F)c3)CC2)c(OC)c1	-4	-0.1	-6	-16	-4	1	2	-12	0.4
COc1ccc(NC(=O)CN2CCN(C(=O)c3ccco3)CC2)c(OC)c1	9	39*	-9	3	-3	4	-7	-9	-0.1
CCOc1ccc(NC(=O)CN(C)C(=O)c2ccc(OCC3CCCO3)cc2)cc1OCC (stereo unspecified)	0	0.4	18	-42*	-10	1	-1	-6	-0.2

The final two compounds of the section before are carried over, then new ones follow:
SMILES	TRHR PAM	D2 agonist	D2 PAM	D1 antag	D1 PAM	D1 agonist	RXFP1 antagonist	D2 antag	TRHR ag
COc1ccc(NC(=O)CN2CCN(C(=O)c3ccco3)CC2)c(OC)c1	9	39*	-9	3	-3	4	-7	-9	-0.1
CCOc1ccc(NC(=O)CN(C)C(=O)c2ccc(OCC3CCCO3)cc2)cc1OCC (stereo unspecified)	0	0.4	18	-42*	-10	1	-1	-6	-0.2
CSc1ccc(CCNC(=O)c2cc(C)nc3c2c(C)nn3-c2ccccc2)cc1	-4	0.1	4	8	-3	1	-2	.	2.6
COc1ccc(OC(=O)c2cc3cc(Cl)ccc3oc2=O)cc1	-2	0.5	-4	-23	-6	5	10	5	2.6
CCCSc1oc(-c2cccs2)nc1S(=O)(=O)c1ccc(C)cc1	-1	1.4	21	-8	3	14	-17	.	1.3
CCC1(c2ccc(F)cc2)NC(=O)N(CC(=O)N2CCN(S(=O)(=O)c3ccc(C)cc3)CC2)C1=O (stereo unspecified)	5	0.1	-1	-2	-3	1	1	-9	-0.3
O=C(CSc1ccc2nnc(-c3cccnc3)n2n1)Nc1ccccc1C(F)(F)F	-2	0.5	-3	-3	-15	0	3	8	0.1
COc1ccccc1C(=O)Nc1ccc(C)c(S(=O)(=O)N2CCCCC2)c1	-9	0.4	-4	-2	-2	4	-8	10	0.1
CC1=C(C#N)C(Nc2cc(C)ccn2)(C(F)(F)F)C(=O)N1 (stereo unspecified)	10	-0.1	26	7	-2	1	-3	-15	-1.4
CC(C)(C)NC(=O)CN(Cc1cccs1)C(=O)CN1C(=O)C(=O)c2ccccc21	2	0.9	.	4	-2	0	3	-10	2.2
CS(=O)(=O)c1ccc(C(=O)OC2CCOC2=O)cc1[N+](=O)[O-] (stereo unspecified)	-25	-1.7	-2	-14	-4	1	4	6	0.6
COc1ccccc1N1CCN(Cc2cc3c(cc2O)OCO3)CC1	-7	75*	-30	-37*	-8	3	-15	98*	0.8
COc1ccc(OCC2c3cc(OC)c(OC)cc3CCN2C(=O)C(C)C)cc1 (stereo unspecified)	3	0.0	1	32	11	1	1	-10	-2.1
Cc1oc(-c2cccc(Cl)c2)nc1CS(=O)(=O)CC(=O)NCc1ccccc1Cl	-19	.	2	-9	-1	3	.	.	1.2
COc1ccc(S(=O)(=O)NCCSCc2ccco2)cc1OC	1	-1.0	-1	-7	-2	4	-9	-8	-0.3
N[C@@H](Cc1ccc(O)c(I)c1)C(=O)O	-6	2.2	5	-4	-2	0	.	-20	0.3
COC(=O)c1c(NC(=O)CN2C(=O)NC3(CCc4ccccc4C3)C2=O)sc2c1CCCCC2 (stereo unspecified)	4	6.2	-23	2	0	1	-6	1	4.7
Cc1cccc(NC(=O)c2oc3ccccc3c2NC(=O)Cc2coc3ccc(C(C)C)cc23)c1	8	-0.6	-4	-28	0	0	-2	.	0.1
Cc1nc2ccccc2c2oc(C(=O)N3CCc4ccccc4C3)cc12	2	-0.3	-9	0	4	1	.	2	-0.5
CCOc1cccc(CN2CCN(CCc3ccccc3)C(CCO)C2)c1O (stereo unspecified)	-9	1.5	-12	-5	-9	2	2	-1	-0.7
Cc1ccsc1C(=O)NNC(=O)CCN1CCN(c2ccccc2)CC1	13	-0.2	2	-8	-2	-1	-15	.	-0.6
Cc1cc(OCCCC(=O)NCCN2C(=O)S/C(=C\c3cccnc3)C2=O)ccc1Cl	-1	3.5	12	-28	-6	12	-7	11	0.0
Cc1c(C2=CCN(S(=O)(=O)c3cccc(Cl)c3)CC2)c2ccccc2n1CC(=O)N1CCCC1	-7	0.1	-4	-9	-5	0	-5	.	1.6
N#CC(C(=O)NC1CC1)c1nc2ccccc2nc1N1CCN(C/C=C/c2ccccc2)CC1 (stereo unspecified)	-4	2.0	-13	-5	4	0	-9	-23	2.7
CCOc1ccccc1CN1CCc2nc(N3CCN(c4ccccc4F)CC3)ncc2C1	-6	3.1	.	8	1	0	-60*	.	-0.3
CCCn1c(/N=C/c2cc(OC)ccc2O)nc2ccccc21	0	0.0	-6	1	-3	1	-3	-12	0.3
COC(=O)C1=C(C)N=C2SCCC(=O)N2C1c1cc(Br)ccc1OC (stereo unspecified)	0	-0.9	14	7	-3	0	-1	4	-0.5
CCn1c2ccc(F)cc2c2nc3ccccc3nc21	1	0.5	-4	-23	-6	6	-5	-2	0.7
COc1ccc(NC(=O)CCNS(=O)(=O)c2ccc3[nH]c(=O)oc3c2)cc1Cl	-4	0.2	-1	-5	-2	2	7	7	0.7
CC(=O)Nc1nnc(SCC(=O)N2CCc3ccccc32)s1	6	-0.4	0	-12	.	3	-11	3	-0.2
Cc1[nH]c(=O)[nH]c(=O)c1S(=O)(=O)Nc1ccc(Cl)c([N+](=O)[O-])c1	7	-0.4	14	-1	-5	4	6	-3	0.8
CC(=O)NC(C)c1cc(F)c2cccnc2c1O (stereo unspecified)	2&5	0.1	1	-3	-7&-2	0&0	.	-4	0.1&-0.3
Cc1cc2n(n1)CCC(=O)N2Cc1ccc(C(=O)Nc2ccc(Br)c(C)c2)cc1	1	0.5	-11	-3	-4	4	-21	.	0.6
CCOC(=O)C1CCCN(C(=O)c2cc(S(=O)(=O)N3CCCCC3)c[nH]2)C1 (stereo unspecified)	-3	1.0	5	1	5	5	.	-12	-0.8
CCN(CC)CCCN(C(=O)c1ccccc1C)c1nc(-c2ccc(OC)cc2)cs1	-3	.	.	4	-22	2	-4	.	-0.1
C[C@@H]1CCC2[C@](C)(CO)[C@@H](O)CC[C@]2(C)[C@@]12CCC(CO)(CCO)O2 (stereo partly specified)	4	-0.3	-13	-2	-11	0	6	-18	0.3
Cc1ccc(-n2c3c(c(=O)[nH]c2=S)C(C(F)(F)F)(C(F)(F)F)NC(=O)N3)cc1	0	-0.3	1	4	-1	3	-29	-22	0.7
CCOc1ccc(S(=O)(=O)NCc2ccccc2OC)cc1	-2	1.0	3	-5	-3	8	-1	2	-0.4
CCCOc1ccc(C(=O)Nc2nonc2-c2ccc(OCC)cc2)cc1	7	-0.1	-9	-19	1	3	-9	.	0.6
N#Cc1nc(-c2ccccc2)oc1NCc1ccco1	9	-0.5	-6	-4	1	-3	.	-20	0.1
CCOc1[nH]n(-c2ccccc2)c(=O)c1C=Nc1ccc(F)cc1F	-3	0.4	2	-18	-6	-1	8	-17	-0.3
O=S(=O)(NCc1ccc(Cl)cc1Cl)c1cccs1	-8	0.7	-10	1	-8	0	20	-1	-1.0

Not a retest: entries from further up.
SMILES	TRHR PAM	D2 agonist	D2 PAM	D1 antag	D1 PAM	D1 agonist	RXFP1 antagonist	D2 antag	TRHR ag
CCOc1ccc(S(=O)(=O)NCc2ccccc2OC)cc1	-2	1.0	3	-5	-3	8	-1	2	-0.4
CCCOc1ccc(C(=O)Nc2nonc2-c2ccc(OCC)cc2)cc1	7	-0.1	-9	-19	1	3	-9	.	0.6
N#Cc1nc(-c2ccccc2)oc1NCc1ccco1	9	-0.5	-6	-4	1	-3	.	-20	0.1
CCOc1[nH]n(-c2ccccc2)c(=O)c1C=Nc1ccc(F)cc1F	-3	0.4	2	-18	-6	-1	8	-17	-0.3
O=S(=O)(NCc1ccc(Cl)cc1Cl)c1cccs1	-8	0.7	-10	1	-8	0	20	-1	-1.0
